# Assay outcomes from PubChem.
# TEAD-YAP inh = TEAD-YAP interaction inhibition, primary screen, TEAD-YAP interaction inhibitor project, luminescence, HEK-TIYL cells; TEAD-Gal4/YAP UAS-luciferase luminescence; inhibition, % at 9.12 µM; 640,000 tested, 1.4% active; AID 1259422, 2018; in the data active = inhibition above about 32%;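 also: 0% = median of test compound wells and 100% = reference inhibitor wells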
# MITF primary = MITF inhibitors, primary screen, biochemical, AlphaScreen, human | AID 1259374, 2018 | AlphaScreen MITF homodimerization, bead proximity signal | inhibition, % at 2.6 µM | Microphthalmia-associated transcription factor (Homo sapiens), O75030 | 650,000 tested, 0.91% active; in the data active = inhibition above about 50%;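 also: 0% = vehicle wells with protein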
# Target sequence (O75030 whole entry, looked up): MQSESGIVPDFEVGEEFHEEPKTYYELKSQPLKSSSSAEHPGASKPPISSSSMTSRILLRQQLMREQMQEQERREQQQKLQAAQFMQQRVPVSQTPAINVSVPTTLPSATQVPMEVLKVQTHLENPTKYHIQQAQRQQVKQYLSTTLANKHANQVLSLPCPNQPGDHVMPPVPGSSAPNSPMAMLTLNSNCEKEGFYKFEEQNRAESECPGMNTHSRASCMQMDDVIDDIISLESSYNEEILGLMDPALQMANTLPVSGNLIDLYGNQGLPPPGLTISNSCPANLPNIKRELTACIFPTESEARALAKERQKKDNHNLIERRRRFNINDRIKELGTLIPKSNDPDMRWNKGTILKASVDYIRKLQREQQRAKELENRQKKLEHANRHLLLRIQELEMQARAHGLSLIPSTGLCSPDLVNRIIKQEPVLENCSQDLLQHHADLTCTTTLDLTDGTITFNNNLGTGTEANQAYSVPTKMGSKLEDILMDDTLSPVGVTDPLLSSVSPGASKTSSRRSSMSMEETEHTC
# FBW7 activator = FBW7 E3 ligase activators, primary screen, biochemical, AlphaScreen, human. AlphaScreen FBW7–phospho-cyclin E peptide binding, activator screen. normalized activity (activation), % at 26.1 µM. 650,000 tested, 0.13% active. AID 1259310, 2017; in the data active = normalized activity above about 1.9%;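 also: purified mutant Fbw7 with reduced substrate affinity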
# GPR151 activ = activators of human GPR151, primary screen, cell-based, PathHunter beta-arrestin, luminescence | activation, % at 11.2 µM | G-protein coupled receptor 151 (Homo sapiens), Q8TDV0 | AID 1508602, 2020 | PathHunter beta-arrestin GPR151 cells | 650,000 tested, 1% active; in the data active = activation above about 4.9%;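 also: 0% = median of compound wells and 100% = cells with positive control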
# Target sequence (Q8TDV0 whole entry, looked up): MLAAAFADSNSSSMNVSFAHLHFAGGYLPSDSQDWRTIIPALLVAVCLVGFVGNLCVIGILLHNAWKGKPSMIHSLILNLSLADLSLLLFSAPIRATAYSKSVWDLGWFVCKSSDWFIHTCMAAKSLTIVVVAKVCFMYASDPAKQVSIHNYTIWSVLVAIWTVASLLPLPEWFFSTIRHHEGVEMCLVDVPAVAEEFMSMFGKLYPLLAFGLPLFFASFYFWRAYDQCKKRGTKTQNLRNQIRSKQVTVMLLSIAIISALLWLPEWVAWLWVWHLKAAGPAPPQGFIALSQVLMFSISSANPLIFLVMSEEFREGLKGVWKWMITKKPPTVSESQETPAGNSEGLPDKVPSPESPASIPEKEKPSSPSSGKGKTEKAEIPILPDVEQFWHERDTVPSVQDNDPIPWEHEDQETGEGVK
# * = called active by the depositor.
# The first two entries, ahead of the listing:
SMILES	TEAD-YAP inh	MITF primary	FBW7 activator	GPR151 activ
CCCCn1c(CNC(=O)c2cc(OC)cc(OC)c2)nnc1SCC(=O)Nc1sc2c(c1C(=O)OCC)CCC2	8	-1	0.0	-0.4
CC(C)(C)c1ccc(CSc2nc3ccccc3c3nc(-c4ccc([N+](=O)[O-])cc4)nn23)cc1	16	17	0.9	-1.5

# The listing, repeating the preview:
SMILES	TEAD-YAP inh	MITF primary	FBW7 activator	GPR151 activ
CCCCn1c(CNC(=O)c2cc(OC)cc(OC)c2)nnc1SCC(=O)Nc1sc2c(c1C(=O)OCC)CCC2	8	-1	0.0	-0.4
CC(C)(C)c1ccc(CSc2nc3ccccc3c3nc(-c4ccc([N+](=O)[O-])cc4)nn23)cc1	16	17	0.9	-1.5
CCc1ccc(OCC(=O)NNC2CCS(=O)(=O)C2)cc1 (stereo not drawn)	8	-3	0.6	-0.8
CCOC(=O)C(=NCCCN(C)C)NNc1ccc(Br)cc1	4	-3	-0.1	-0.3
c1ccc(Nc2nc(NC3CCCC3)nc3nccnc23)cc1	15	-6	0.4	0.1
COc1ccc(C(=O)c2ccsc2N)cc1	-30	10	0.0	1.5
O=C(CCCc1c[nH]c2ccccc12)NCCOc1ccccc1	7	16	0.1	-0.7
CCN1CCN(CCCN(Cc2ccco2)C(=S)Nc2ccc(C)c(Cl)c2)CC1	-2	10	1.0	1.5
CCOC(=O)N/N=C/c1ccccc1F	-29	-1	-0.1	-0.9
CC(NC(N)=O)C(=O)N1CCc2ccccc2C1 (stereo not drawn)	-3	12	0.2	2.0
O=C(COc1ccccc1[N+](=O)[O-])Nc1cccc(Cl)c1Cl	-56	13	-0.1	0.3
Nc1ccccc1S(=O)(=O)Nc1ccccc1Cl	1	-6	0.2	0.7
CC(C)(C)n1nc2c(c1NC(=O)/C=C\c1ccc3c(c1)OCO3)CSC2	-3	4	-0.1	-1.0
COc1cccc(C=O)c1OCc1ccccc1C	2	-5	0.2	-1.6
CC(=O)Nc1cccc(-c2nnc(SCc3cccc(Br)c3)n2C)c1	-18	9	0.2	0.7
Cc1cn2c(=O)c(C(=O)N3CCN(C(c4ccccc4)c4ccccc4)CC3)cnc2s1	4	18	0.0	-0.9
CC(C)(C)c1ccccc1OCCCn1ccnc1	-8	7	0.2	0.2
Cc1c(C(=O)NCCCN2CCCCCC2)sc2ncn(CC(=O)N3CCCCC3C)c(=O)c12 (stereo not drawn)	-2	-15	-0.2	-0.9
CCc1cccc(C)c1NC(=O)CC(NCc1ccco1)C(=O)O (stereo not drawn)	-2	-1	-0.2	0.4
COCCn1cnc2sc(C(=O)Nc3c(F)cc(F)cc3Br)c(C)c2c1=O	1	9	0.1	-0.5
Cc1ccccc1C1C(=O)c2ccccc2C1=O	-13	9	0.0	-0.3
COc1cc(OC)cc(C2C(C#N)=C(N)OC3=C2C(=O)CCC3)c1 (stereo not drawn)	-1	19	0.2	0.5
CN(C)CCNc1nc2c(c(=O)[nH]c(=O)n2C)n1CCCOc1ccccc1	0	-3	-0.2	-1.0
O=C(c1cc(=O)c2ccccc2o1)N1CCc2ccccc2C1	-14	2	-0.1	-0.8
Cn1c2c(c(=O)n(C)c1=O)C(NC(=O)c1ccccc1)(C(F)(F)F)C(=O)N2 (stereo not drawn)	9	7	1.2	-0.2
Cc1cc(NS(=O)(=O)c2ccccc2)c(C)cc1O	-8	-13	-0.2	0.8
COC(=O)c1nnn(-c2nonc2N)c1CSc1nnc(N)s1	2	3	0.0	1.2
COc1cc2ncc(C(=O)c3ccc(C)cc3)c(N3CCC(C(N)=O)CC3)c2cc1OC	-8	-9	0.6	-2.2
CC(C)CCN1C(=O)C2C(C(=O)Nc3ccc(C(C)C)cc3)C3C=CC2(O3)C1C(=O)NC1CCCCC1 (stereo not drawn)	-1	-5	-0.2	0.2
O=C(NCc1ccco1)C1CC12CCN(C(=O)C(c1ccccc1)C1CCCC1)CC2 (stereo not drawn)	7	17	0.6	-1.4

# 3 entries already listed, arranged by count of non-hydrogen atoms, lowest first:
SMILES	TEAD-YAP inh	MITF primary	FBW7 activator	GPR151 activ
Cc1ccccc1C1C(=O)c2ccccc2C1=O	-13	9	0.0	-0.3
CN(C)CCNc1nc2c(c(=O)[nH]c(=O)n2C)n1CCCOc1ccccc1	0	-3	-0.2	-1.0
CC(C)CCN1C(=O)C2C(C(=O)Nc3ccc(C(C)C)cc3)C3C=CC2(O3)C1C(=O)NC1CCCCC1 (stereo not drawn)	-1	-5	-0.2	0.2

# The list goes on:
SMILES	TEAD-YAP inh	MITF primary	FBW7 activator	GPR151 activ
Clc1ccc(OCc2nn3c(-c4ccccc4)nnc3s2)cc1	-10	-10	0.0	0.5
Oc1c(C(Nc2cccc(C(F)(F)F)c2)c2cccnc2)ccc2cccnc12 (stereo not drawn)	15	65*	-2.0	1.0
CC(C)(C)c1ccc(C(=O)Nc2ccc(N3CCOCC3)cc2)cc1	-3	16	0.1	0.7
CCOc1c(C)cc(S(=O)(=O)Nc2ccc3c(c2)N(C(=O)C(C)(C)C)CC3)cc1C	14	3	0.0	1.6
Cc1c(NC(=O)CC(O)(C(F)(F)F)C(F)(F)F)c(=O)n(-c2ccccc2)n1C	2	-11	-0.2	2.7
O=C(c1ccc(F)c(F)c1)N1CCN(c2cc(N3CCCC3)c(F)cc2[N+](=O)[O-])CC1	16	0	0.2	1.6
Cc1oc(C(C)(C)C)cc1C(=O)Nc1cccc(OC(C)C)c1	0	-7	0.0	0.9
Oc1ccc(CCNc2nc(Nc3nccc4ccccc34)nc3c2ncn3C2CCCCC2)cc1	22	16	0.2	-1.3
NNc1nc(-c2ccccc2)c2cc(Br)ccc2n1	10	-19	-0.1	-1.2
Cc1c(CN2CCOc3c(O)cc(-c4cccs4)cc3C2)cnn1C	27	9	-0.1	1.7
N#Cc1ccc([C@H]2[C@@H](C(=O)O)c3ccccc3C(=O)N2Cc2ccc(F)cc2)cc1	2	11	0.0	2.3
COc1cccc(C(=O)NC(=S)Nc2ccccc2OC)c1	-41	24	-0.4	-0.1
COc1ccc(NS(=O)(=O)c2ccc(N/N=C/c3ccc[nH]3)c([N+](=O)[O-])c2)cc1	-5	-3	0.0	-0.7
CC(C)c1nnc(NC(=O)CCc2ccccc2)s1	-54	-10	0.0	1.2
CCOc1cc(CNCc2c(C(=O)O)[nH]c3cc(OC)ccc23)ccc1OC	-2	-6	0.1	-0.9

# Other records follow:
# Sequence of screens: TEAD-YAP inh, MITF primary, FBW7 activator, GPR151 activ
N#Cc1c(-c2ccc(F)cc2)cc(-c2ccco2)nc1SCC(=O)Oc1ccccc1
 : 2, 13, 0.1, -0.5
CC[C@@H]1NC(=O)[C@@H]2C[C@H](NC(=O)c3ccc(F)cc3)CN2C1=O
 : -4, 19, 0.5, 3.2
COc1cccc(OC)c1C(=O)Nc1cc(Cl)cc(Cl)c1
 : -7, 7, 0.2, -0.6
c1ccc(-c2nc3c4ccccc4nc(NCCCN4CCOCC4)n3n2)cc1
 : 0, 18, 0.0, 0.1
Cc1ccc(-c2noc(CCC(=O)NC(C)C)n2)cc1
 : -11, -2, 0.0, -0.5
Cc1cc(O)c(C(C)(C)C)cc1Sc1cc(C(C)(C)C)c(O)cc1C
 : 0, -16, 0.3, 3.4
O=C(Cc1cn(-c2ccc(Nc3ccc4ncccc4c3)nn2)c2ccccc12)Nc1ccc(N2CCOCC2)cc1
 : -8, 27, -0.2, -1.7
CCOC(=O)CC(=O)CSc1nc2c(sc(=S)n2-c2ccc(OCC)cc2)c(=O)n1-c1ccccc1
 : -4, -3, 0.5, -0.2
CC1(CC(=O)N/N=C/c2ccc(Cl)cc2Cl)OCCO1
 : -7, 3, 0.6, -0.3
COc1ccc2[nH]c(=O)c(C3NCCc4cc(OC)c(OC)cc43)cc2c1 (stereo not drawn)
 : 1, -1, 0.0, 0.4
CC1=C(C(=O)Nc2ccccc2)C(c2cccs2)C(C#N)=C(SCC(=O)Nc2ccc(C)c(C)c2)N1 (stereo not drawn)
 : 8, 9, 0.1, -1.5
COc1ccccc1C(=O)NNc1nc2c(C)cccc2s1
 : 33*, 0, -0.2, 0.8
CCOC(=O)c1ccc(NCN2C(=O)S/C(=C\c3ccc(O)cc3)C2=O)cc1
 : -19, 8, 0.1, -2.1
Cc1cc(NC(=O)CSc2cn(Cc3ccccc3Cl)c3ccccc23)no1
 : 4, 5, -0.1, -1.2
COc1cc(/C=C2\N=C(c3cc([N+](=O)[O-])ccc3Cl)OC2=O)ccc1OC(C)=O
 : 9, 3, 0.0, 0.8
Cc1cc(=O)oc2cc(OCC(=O)OCC(=O)Nc3ccc(C(N)=O)cc3)ccc12
 : 4, 16, 0.7, -1.2
Cc1ccccc1CSc1nc2ccsc2c(=O)n1CCc1ccccc1
 : -6, -1, 0.0, 1.6
COC(=O)c1ccc(NC(=O)c2c(O)c3cccc4c3n(c2=O)CC4)cc1
 : 6, 7, 0.0, 0.6
O=C(c1ccc(Br)cc1)N1CCN(c2ccc([N+](=O)[O-])c(NCc3ccccc3)c2)CC1
 : -2, -7, -0.1, 0.7
O=C(Cn1c(=O)c2c(ncn2C2CCCC2)n(Cc2ccccc2)c1=O)NC1CCCCC1
 : 0, 10, 0.1, -0.4
Cc1ccc(S(=O)(=O)NCCn2c(C)cc3ccccc32)cc1
 : -7, 30, 0.3, 1.3
CCCCOc1ccc(-c2nnn(CC(=O)Nc3cccc(C(=O)OC)c3)n2)cc1
 : -2, 1, -0.2, 0.0
CCOC(=O)c1c(C)oc2ccc(N(C(=O)c3ccncc3)S(=O)(=O)c3ccc(Br)cc3)cc12
 : 2, 6, 0.1, -1.4
O=S(=O)(/N=C(\c1ccc(F)cc1)N1CCOCC1)c1ccccc1
 : 0, 8, 0.8, 0.0
CCCNc1c(N2CCC(C(=O)OCC)CC2)c(=O)c1=O
 : 1, 13, -0.1, 1.2
CCOc1ccc(S(=O)(=O)NCCC(=O)OCC#N)cc1
 : 13, 9, 0.0, 0.1
O=C(NCc1cccs1)c1nn2c(c1Br)NC(c1cccs1)CC2C(F)(F)F (stereo not drawn)
 : 4, 20, 0.1, 0.4
CC(C)OCCCNC(=O)c1ccc(N2CCCC2=O)cc1
 : -13, 2, 0.0, -0.3
CCC(CCC(=O)Nc1ccccc1Cl)C(=O)O (stereo not drawn)
 : -2, 1, 0.1, 2.2
Oc1c(C(c2ccc(F)cc2)N2CCC(O)CC2)sc2nc(-c3ccco3)nn12 (stereo not drawn)
 : -1, -20, 0.1, 1.6
C[C@@H]1CN(Cc2nnnn2CC(=O)NCCc2ccccc2F)C[C@H](C)O1
 : -7, 8, 0.0, -0.5
CC(=O)Nc1ccc(Br)cc1-c1nnnn1C
 : 5, 1, -0.1, 0.7
CCOC(=O)CCCN(Cc1ccccc1Cl)S(=O)(=O)c1ccc([N+](=O)[O-])cc1
 : -2, 19, -0.1, -0.4
CC(C)n1cnc2c(NCCN3CCOCC3)nc(-c3cccc(N)c3)nc21
 : 10, 9, 0.6, 3.2
CN(C)c1cccc(Nc2nc(NCc3ccccc3)c3ncn(-c4ccccc4)c3n2)c1
 : -7, 11, 1.2, 0.6
COC(=O)c1ccc(NC(=O)Nc2ccc(C)cc2)cc1
 : -29, -11, -0.2, -0.3
O=C1NCCCc2nc(Oc3ccccc3)sc21
 : -4, 4, -0.1, -0.2
O=C(Nc1ccc(F)c([N+](=O)[O-])c1)c1cccnc1
 : 7, 11, 0.0, -0.6
CC1CCN(C(=O)/C(=C\C=C/c2ccccc2)NC(=O)c2ccccc2)CC1
 : -10, 1, -0.1, -0.3
COc1ccc(C2CC(c3cccs3)=NN2C(=O)CSc2nnc(CNC(=O)c3ccccc3F)n2-c2ccccc2OC)cc1 (stereo not drawn)
 : 11, 14, 0.0, -2.9
CCCCCCSc1nc2ccc([N+](=O)[O-])cc2s1
 : -7, -6, -0.1, -0.4
Cc1ccccc1C(=O)N(Cc1nc(-c2ccccc2)no1)C(C)C
 : 6, -4, -0.1, -0.4
CCOC(=O)Cn1cnc2c(nnn2-c2cccc(Cl)c2)c1=O
 : -6, -1, 0.1, -0.5
Cc1ccc(C(=O)C2=C(N)OC3=C(C(=O)CCC3)C2c2ccccc2Cl)cc1 (stereo not drawn)
 : -5, 19, 0.0, 1.8
Cc1ccc(-c2nnc(Nc3ccc(OCC(N)=O)cc3)c3ccccc23)cc1S(=O)(=O)N(C)C
 : -6, 13, 0.1, -0.1
Fc1ccccc1Oc1ccc(C(F)(F)F)cn1
 : 1, 10, 1.1, -0.4
CC(=O)c1ccc(NCN2C(=O)/C(=C\N(C)C)NC2=S)cc1
 : 2, 8, 0.1, -1.7
COC(=O)c1cccc(NC(=O)COc2c(C)ccc(C)c2C)c1
 : 5, 7, 0.0, -0.9

# Entries of single compounds, looked up by structure. Order of values: TEAD-YAP inh	MITF primary	FBW7 activator	GPR151 activ
# `Cc1ccccc1C(=O)N(Cc1nc(-c2ccccc2)no1)C(C)C` in the list: 6	-4	-0.1	-0.4
# `Cc1ccc(C(=O)C2=C(N)OC3=C(C(=O)CCC3)C2c2ccccc2Cl)cc1` (stereo not drawn) in the list: -5	19	0.0	1.8
